Compound activity as filed in PubChem.
Bcl-W Bim block: disrupts Bim peptide binding to human Bcl-W; inhibition, % at 10 µM; bead-based flow cytometry; Q92843; 190,000 compounds, 0.02% hits;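 note: 0% = bound tracer without compound and 100% = peptide blocker; higher means less fluorescent Bim peptide bound to Bcl-W beads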
Target sequence (Q92843 whole entry, looked up): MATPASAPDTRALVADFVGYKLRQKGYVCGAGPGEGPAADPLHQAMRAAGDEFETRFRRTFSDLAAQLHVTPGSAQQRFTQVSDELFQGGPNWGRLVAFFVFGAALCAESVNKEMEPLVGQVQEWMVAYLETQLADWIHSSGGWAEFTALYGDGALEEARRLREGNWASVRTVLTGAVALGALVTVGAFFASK
Mcl1-Noxa inh: disrupts binding of human Mcl-1 to Noxa peptide. Q07820. TR-FRET Mcl-1/Noxa peptide binding, 2 h. inhibition, % at 21.7 µM. 220,000 compounds, 1.5% hits. AID 1022;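 active = compounds that cut the protein-peptide binding signal by more than 50% relative to plate controls in a single-dose test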;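 note: His-tagged Mcl-1 with rhodamine Noxa BH3 peptide and terbium anti-His antibody; 0% = Mcl-1 plus Noxa peptide wells and 100% = peptide-only wells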
Target sequence (Q07820 whole entry, looked up): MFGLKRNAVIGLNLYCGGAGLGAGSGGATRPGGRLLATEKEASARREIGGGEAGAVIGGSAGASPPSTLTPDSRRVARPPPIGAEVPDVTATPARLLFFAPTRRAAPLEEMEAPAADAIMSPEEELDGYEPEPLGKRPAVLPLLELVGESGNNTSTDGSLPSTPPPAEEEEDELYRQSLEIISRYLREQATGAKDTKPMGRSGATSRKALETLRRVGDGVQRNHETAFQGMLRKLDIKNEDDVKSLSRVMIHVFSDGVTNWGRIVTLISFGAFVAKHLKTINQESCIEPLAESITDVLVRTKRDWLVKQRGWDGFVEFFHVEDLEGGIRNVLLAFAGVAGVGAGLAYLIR
Bcl-B Bim block: disrupts Bim peptide binding to human Bcl-B. bead-based flow cytometry. inhibition, % at 10 µM. Q9HD36. 190,000 compounds, 0.073% hits;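 note: 0% = tracer peptide without compound and 100% = reference inhibitor peptide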
Target sequence (Q9HD36 whole entry, looked up): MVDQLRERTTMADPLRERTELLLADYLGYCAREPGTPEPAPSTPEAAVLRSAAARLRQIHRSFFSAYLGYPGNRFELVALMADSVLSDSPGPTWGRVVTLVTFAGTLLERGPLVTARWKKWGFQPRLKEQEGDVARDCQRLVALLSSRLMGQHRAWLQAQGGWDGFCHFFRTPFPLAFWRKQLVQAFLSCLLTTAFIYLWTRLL
Bfl-1 Bim block: human Bim-Bfl-1 interaction inhibition. Q16548. Bead-based flow cytometry, Bim-Bfl-1 binding inhibition. inhibition, % at 10 µM. 190,000 compounds, 0.12% hits;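 note: 0% = wells without compound plus tracer and 100% = blocker peptide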
RGS8-Gao: regulators of human RGS8-Galphao interaction. P09471. multiplexed bead flow cytometry, RGS8-Galphao binding; actives lie on both sides. response (percent of control binding), % at 10 µM. 220,000 compounds, 0.34% hits; in the data active = response below about 60% or above about 140%; inactive = in between;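 note: Galphao activated as the GDP aluminium fluoride complex binding bead-coupled RGS8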
RGS4-Gao reg: human RGS4-Galphao interaction regulation; Multiplexed bead flow cytometry, RGS4-Galphao binding; actives lie on both sides; AID 1415; P09471; binding response (% of control), % at 10 µM; 220,000 compounds, 0.33% hits; in the data active = binding response below about 49% or above about 150%; inactive = in between;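 note: fluorescent Galphao activated with aluminum fluoride binding bead-coupled RGS4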
Mcl-1 Bim block: disrupts Bim peptide binding to human Mcl-1 | inhibition, % at 10 µM | Bead-based flow cytometry, Bim peptide-Mcl-1 binding | 190,000 compounds, 0.1% hits | Q07820;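 note: 0% = no compound tracer wells and 100% = peptide blocker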
RGS7-Gao reg: regulators of human RGS7-Galphao interaction. P09471. Multiplexed bead flow cytometry, RGS7-Galphao binding; actives lie on both sides. binding response (% of control), % at 10 µM. 220,000 compounds, 0.35% hits. AID 1439; in the data active = binding response below about 49% or above about 150%; inconclusive = no clear call, values can overlap the other calls; inactive = in between;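 note: fluorescent Galphao held in activated GDP-AlF4 state binding bead-coupled RGS7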
Mcl1 Bid PPI: disrupts binding of human Mcl-1 to Bid peptide | Q07820 | TR-FRET Mcl-1/Bid-Dy647 peptide binding, 1536-well | inhibition, % at 21.7 µM | 220,000 compounds, 0.97% hits | AID 1021;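 active = compounds that cut the binding signal by more than half at the single screening dose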;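 note: His-tagged Mcl-1 with europium anti-His antibody binding Bid BH3 peptide; 0% = Mcl-1 plus peptide wells and 100% = peptide-only wells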
Bim-Bcl-2: inhibitors of Bim-Bcl-2 interaction, human. P10415. Bead-based flow cytometry, Bim peptide-Bcl-2 binding. inhibition, % at 10 µM. 190,000 compounds, 0.06% hits. AID 950; in the data active = inhibition above about 40%; inconclusive = no clear call, values can overlap the other calls;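 note: 0% = no compound wells with probe peptide and 100% = reference peptide inhibitor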
Bcl-XL Bim block: human Bim-Bcl-XL interaction inhibition; Q07817; Bim peptide-Bcl-XL binding, bead flow cytometry, fluorescence; inhibition, % at 10 µM; 190,000 compounds, 0.04% hits; AID 1007
Target sequence (Q07817 whole entry, looked up): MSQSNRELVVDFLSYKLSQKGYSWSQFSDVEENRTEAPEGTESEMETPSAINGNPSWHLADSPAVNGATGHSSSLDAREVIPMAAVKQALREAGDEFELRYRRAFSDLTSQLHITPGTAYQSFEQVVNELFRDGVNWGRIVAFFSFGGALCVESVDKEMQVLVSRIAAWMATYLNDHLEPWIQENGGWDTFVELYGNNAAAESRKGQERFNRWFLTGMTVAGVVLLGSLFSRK
Numbers without * were called inactive; ? = inconclusive; . = not tested or not shown. Cut-off read from the data, not from the text of the source, unless noted: active = inhibition above about 40%.

The opening 2 compounds, to show the layout:
cpd	Bfl-1 Bim block	Mcl1 Bid PPI	Bcl-XL Bim block	Compound	RGS4-Gao reg	Mcl-1 Bim block	Bim-Bcl-2	Mcl1-Noxa inh	RGS7-Gao reg	Bcl-B Bim block	RGS8-Gao	Bcl-W Bim block
1	-5	-36	-3	CCC(C)NC(=O)CSC1=Nc2ccccc2C2=NC(CCC(=O)NCc3ccco3)C(=O)N12 (centres undefined)	97	0	-3	9	92	0	99	-1
2	.	-28	.	COc1cc(CN2CCC(CO)(CCOc3ccccc3)CC2)cc(OC)c1	102	.	.	-10	?	.	103	.

Results, previewed entries included:
cpd	Bfl-1 Bim block	Mcl1 Bid PPI	Bcl-XL Bim block	Compound	RGS4-Gao reg	Mcl-1 Bim block	Bim-Bcl-2	Mcl1-Noxa inh	RGS7-Gao reg	Bcl-B Bim block	RGS8-Gao	Bcl-W Bim block
1	-5	-36	-3	CCC(C)NC(=O)CSC1=Nc2ccccc2C2=NC(CCC(=O)NCc3ccco3)C(=O)N12 (centres undefined)	97	0	-3	9	92	0	99	-1
2	.	-28	.	COc1cc(CN2CCC(CO)(CCOc3ccccc3)CC2)cc(OC)c1	102	.	.	-10	?	.	103	.
3	-11	5	0	O=C(NC(NCCCN1CCOCC1)(C(F)(F)F)C(F)(F)F)C1CCCCC1	105	-3	-6	-3	104	-6	102	-3
4	.	-26	.	Cc1nnsc1C(=O)N1CCN(c2ccc(F)cc2)CC1	104	.	.	-14	?	.	104	.
5	0	-3	1	Cc1ccsc1CN1CCN(c2ccccn2)CC1	98	1	0	-12	98	0	99	3
6	-1	-1	-1	Cc1cc(C(=O)NCc2ccccc2)no1	99	0	-2	21	97	-1	101	-1
7	-6	-26	-5	Cc1ccc(S(=O)(=O)NNC(=O)C2COc3ccccc3O2)cc1 (centres undefined)	107	-1	-4	10	104	-4	105	-4
8	-1	-5	0	O=C(CCCC(=O)N(CC(=O)NC1CCCCC1)CC1CCCO1)Nc1ccccn1 (centres undefined)	101	-1	0	0	100	0	102	-1
9	-3	-45	-3	Cc1cc(NC(=S)Nc2ccccc2)ccc1Br	96	-5	-1	-5	100	-4	98	-1
10	-3	-2	-5	CCCCOc1ccc(-c2cc(C(F)(F)F)c(C#N)c(SCC(=O)O)n2)cc1	107	0	0	13	109	-7	100	0
11	-1	-1	-11	CCS(=O)(=O)c1ccc(-c2csc(-c3ccccc3Cl)n2)c(Cl)c1Cl	97	-9	-10	-1	95	-35	97	-13
12	-3	-75	-7	CC(=O)c1cccc(NC(=S)NNC(=O)c2ccco2)c1	98	-3	-6	-18	?	-20	99	-9
13	4	-13	-1	O=C(O)CNC(=S)N(Cc1ccc(F)cc1)C1CCCCC1	107	-1	1	21	104	-2	106	-2
14	-1	-30	-3	Cc1cc([N+](=O)[O-])ccc1NC(=S)NC(=O)C(c1ccccc1)c1ccccc1	91	-1	-5	8	96	-1	97	-4
15	0	-10	-4	CCC(=O)CCC(=O)c1ccc2ccccc2c1	54	-2	-3	-2	54	-6	66	-2
16	0	-6	1	Cc1nc2ccc(C(=O)c3ccccc3)cc2[nH]1	97	-2	4	-25	97	0	111	-1
17	2	1	-1	Cc1sc2ncnc(NCc3cccs3)c2c1C	100	2	2	-5	99	2	99	1
18	6	-16	4	CCN1CCN(C(=O)CN(C)S(=O)(=O)c2ccc3ccccc3c2)CC1	114	0	0	-7	112	-1	112	10
19	.	-142	.	N#Cc1c(-c2cccc(Cl)c2)[nH]c(=S)[nH]c1=O	73	.	.	3	?	.	89	.
20	0	-21	0	COc1cc(/C=N/n2nnnc2N)ccc1O	102	2	-2	21	101	2	103	2
21	-6	-46	-3	Clc1ccccc1Nc1nc(-c2cccnc2)cs1	105	-2	-1	13	107	-6	102	-1
22	-1	-13	-6	CCCOc1ccc(-c2c(=O)n(OCc3ccc([N+](=O)[O-])cc3)c3ccccc3[n+]2[O-])cc1	103	-3	-5	24	107	-7	102	-4
23	-7	-21	-5	O=C(NCC1CCCO1)C1CCCN(Cc2cnn(-c3ccccc3)c2-n2cccc2)C1 (centres undefined)	104	-2	-5	3	103	-9	100	-2
24	0	5	-10	O=C(O)c1cc(-c2ccc3c(c2)OCO3)nc2ccccc12	94	-5	-4	28	96	-8	102	-7
25	-24	-12	-10	COC(=O)c1oc2ccccc2c1NC(=O)CN1CCCC1	101	-2	-8	-7	100	-6	102	-2
26	1	-24	-1	CN(C)C(=O)c1ccc(NC(=O)c2cc(-n3cnnc3)ccc2Cl)cc1	101	-2	0	4	104	-7	102	-2
27	-2	15	-1	O=C(O)c1cnc(-c2ccccc2)nc1-c1ccccc1	100	0	1	7	102	0	98	1
28	0	-33	-2	C=CCNC(=S)NNC(=O)COc1cccc(Cl)c1	103	-1	0	5	102	0	101	-2
29	0	-31	-4	CCOC(=O)Cn1cc(/C=N/NC(=O)c2ccc(C#N)cc2F)c2ccccc21	105	1	1	13	104	1	104	1
30	.	-7	.	CCCCCCc1nnc(NC(=O)OCC)s1	102	.	.	10	101	.	103	.
31	-20	-61	-3	O=C(NC(=S)NCCc1ccccc1)C1CCCCC1	100	0	-6	25	98	-2	101	-1
32	-11	0	-6	CCOC(=O)N1CCN(Cc2cc(=O)oc3ccc4ccccc4c23)CC1	97	-2	-10	10	97	-7	88	0
33	-13	-18	-2	CCOC(=O)C(C(=O)Nc1ccc(C)cc1)C1CCCCC1 (centres undefined)	100	0	-6	-15	102	-4	101	2
34	-1	1	-5	CCOc1ccccc1OCCCOc1ccc(C)cc1Cl	99	-1	-4	-1	98	-5	96	-1
35	3	-26	-2	Cc1ccc(/C=N/NC(=O)c2ccncc2)o1	100	-2	2	25	95	-4	103	0
36	-2	-1	-3	CC(=O)SCC(=O)N=c1sc2cc(F)ccc2n1C	103	0	-2	-2	101	0	100	-1
37	-12	-17	-2	O=S(=O)(c1cccc(Cl)c1)N1CCCC1	103	0	-5	0	113	-5	105	0
38	-34	9	-33	CCC(C)(C)n1nnnc1C(c1ccc(C)cc1)N1CCN(C(=O)c2ccco2)CC1 (centres undefined)	84	-50	-39	16	94	-44	79	-37
39	-4	-18	-8	CCOc1ccc(NC(=O)CCSc2ccc(C)cc2)cc1	101	-5	-4	11	100	-9	103	-5
40	.	12	.	COC(=O)c1ccc(/C=N/NS(=O)(=O)c2cc(C)ccc2C)cc1	98	.	?	18	97	.	100	.
41	-1	-7	0	COc1ccc2oc(=O)c(C(=O)N3CCc4ccccc43)cc2c1	102	-2	0	7	100	0	100	0
42	0	-1	4	CN1CCN(C(=O)c2ccc3c(=O)n4c(nc3c2)CCCCC4)CC1	101	0	-1	-13	104	0	107	0
43	-3	0	-4	Cc1ccccc1N(Cc1nnc2n1CCCCC2)C(=O)Nc1ccccc1	104	0	-2	22	101	-1	101	0
44	-4	-28	-2	CC(C)COc1ccc(S(=O)(=O)n2cc(F)c(=O)[nH]c2=O)cc1	100	0	-6	5	100	-4	100	0
45	-8	-9	-12	Cc1noc(C(=O)NCc2cccnc2)c1Cl	101	-4	-7	-4	101	-12	99	-6
46	-9	-12	-4	O=c1[nH]c2ccccc2n1CCCN1CCCCC1	104	0	-5	6	99	-7	103	-2
47	-4	-13	-5	COc1ccc(NC(=O)c2cn(-c3ccccc3)nc2-c2cc3ccccc3o2)cc1	100	0	-6	-2	106	-4	104	-3
48	-11	5	-4	COc1cccc(C2(c3cccc(OC)c3)CC2C(=O)Nc2ccc(F)cc2)c1 (centres undefined)	96	-2	-5	23	101	-6	101	-1
49	-5	-54	-7	CCOC(=O)N1CCC(N(CCN(C)C)C(=S)Nc2cc(Cl)ccc2C)CC1	142	-4	-3	-5	137	-12	134	-1
50	-7	-5	-4	O=C(c1ccco1)N(Cc1ccc([N+](=O)[O-])cc1)c1ccc(Cl)cc1	102	-1	-10	14	104	-6	100	0
51	-5	94*	-2	COC(CNC(=O)c1ccc2nc(-c3cccs3)c(-c3cccs3)nc2c1)OC	100	-1	6	-22	104	-58	98	-7
52	-4	-32	-2	O=C(CCNC(=O)c1ccc(Br)o1)NCc1ccccc1Cl	125	-1	-5	19	121	-4	126	-3
53	-4	-22	-4	Cc1ccc(/C=N\NC(=O)c2cc([N+](=O)[O-])cc([N+](=O)[O-])c2)o1	101	-3	-4	15	99	-8	102	-3
54	1	-4	-2	CCOC(=O)N1CCN(CC(O)COc2ccccc2C(C)(C)C)CC1 (centres undefined)	90	0	0	26	92	-1	75	0
55	-16	-34	-9	COc1ccc(N2CCN(C(=O)c3ccc(NS(=O)(=O)c4cccc(F)c4)cc3)CC2)cc1	102	-4	-13	.	101	-12	101	0

Arranged by molecular weight (lowest first): part of the list above.
cpd	Bfl-1 Bim block	Mcl1 Bid PPI	Bcl-XL Bim block	Compound	RGS4-Gao reg	Mcl-1 Bim block	Bim-Bcl-2	Mcl1-Noxa inh	RGS7-Gao reg	Bcl-B Bim block	RGS8-Gao	Bcl-W Bim block
35	3	-26	-2	Cc1ccc(/C=N/NC(=O)c2ccncc2)o1	100	-2	2	25	95	-4	103	0
37	-12	-17	-2	O=S(=O)(c1cccc(Cl)c1)N1CCCC1	103	0	-5	0	113	-5	105	0
45	-8	-9	-12	Cc1noc(C(=O)NCc2cccnc2)c1Cl	101	-4	-7	-4	101	-12	99	-6
46	-9	-12	-4	O=c1[nH]c2ccccc2n1CCCN1CCCCC1	104	0	-5	6	99	-7	103	-2
39	-4	-18	-8	CCOc1ccc(NC(=O)CCSc2ccc(C)cc2)cc1	101	-5	-4	11	100	-9	103	-5
53	-4	-22	-4	Cc1ccc(/C=N\NC(=O)c2cc([N+](=O)[O-])cc([N+](=O)[O-])c2)o1	101	-3	-4	15	99	-8	102	-3
41	-1	-7	0	COc1ccc2oc(=O)c(C(=O)N3CCc4ccccc43)cc2c1	102	-2	0	7	100	0	100	0
42	0	-1	4	CN1CCN(C(=O)c2ccc3c(=O)n4c(nc3c2)CCCCC4)CC1	101	0	-1	-13	104	0	107	0
44	-4	-28	-2	CC(C)COc1ccc(S(=O)(=O)n2cc(F)c(=O)[nH]c2=O)cc1	100	0	-6	5	100	-4	100	0
40	.	12	.	COC(=O)c1ccc(/C=N/NS(=O)(=O)c2cc(C)ccc2C)cc1	98	.	?	18	97	.	100	.
50	-7	-5	-4	O=C(c1ccco1)N(Cc1ccc([N+](=O)[O-])cc1)c1ccc(Cl)cc1	102	-1	-10	14	104	-6	100	0
54	1	-4	-2	CCOC(=O)N1CCN(CC(O)COc2ccccc2C(C)(C)C)CC1 (centres undefined)	90	0	0	26	92	-1	75	0
52	-4	-32	-2	O=C(CCNC(=O)c1ccc(Br)o1)NCc1ccccc1Cl	125	-1	-5	19	121	-4	126	-3
48	-11	5	-4	COc1cccc(C2(c3cccc(OC)c3)CC2C(=O)Nc2ccc(F)cc2)c1 (centres undefined)	96	-2	-5	23	101	-6	101	-1
38	-34	9	-33	CCC(C)(C)n1nnnc1C(c1ccc(C)cc1)N1CCN(C(=O)c2ccco2)CC1 (centres undefined)	84	-50	-39	16	94	-44	79	-37
51	-5	94*	-2	COC(CNC(=O)c1ccc2nc(-c3cccs3)c(-c3cccs3)nc2c1)OC	100	-1	6	-22	104	-58	98	-7
49	-5	-54	-7	CCOC(=O)N1CCC(N(CCN(C)C)C(=S)Nc2cc(Cl)ccc2C)CC1	142	-4	-3	-5	137	-12	134	-1
55	-16	-34	-9	COc1ccc(N2CCN(C(=O)c3ccc(NS(=O)(=O)c4cccc(F)c4)cc3)CC2)cc1	102	-4	-13	.	101	-12	101	0
